High-throughput results as filed in PubChem BioAssay.
15-hLO-2 inh: inhibitors of human 15-lipoxygenase 2 (ALOX15B) | O15296 | purified 15hLO-2, xylenol orange hydroperoxide absorbance | Potency, µM (doses to about 57.1 µM), without a hit: at the top dose activity change, negative = inhibition, hits mostly inhibitors | actives 0.56% (n = 110,000) | AID 881; note: potency is the fitted concentration of half-maximal effect; nearly all actives have a fitted effect of over 60% in size; many of its hits are not listed in these tables
Target sequence (O15296 whole entry, looked up): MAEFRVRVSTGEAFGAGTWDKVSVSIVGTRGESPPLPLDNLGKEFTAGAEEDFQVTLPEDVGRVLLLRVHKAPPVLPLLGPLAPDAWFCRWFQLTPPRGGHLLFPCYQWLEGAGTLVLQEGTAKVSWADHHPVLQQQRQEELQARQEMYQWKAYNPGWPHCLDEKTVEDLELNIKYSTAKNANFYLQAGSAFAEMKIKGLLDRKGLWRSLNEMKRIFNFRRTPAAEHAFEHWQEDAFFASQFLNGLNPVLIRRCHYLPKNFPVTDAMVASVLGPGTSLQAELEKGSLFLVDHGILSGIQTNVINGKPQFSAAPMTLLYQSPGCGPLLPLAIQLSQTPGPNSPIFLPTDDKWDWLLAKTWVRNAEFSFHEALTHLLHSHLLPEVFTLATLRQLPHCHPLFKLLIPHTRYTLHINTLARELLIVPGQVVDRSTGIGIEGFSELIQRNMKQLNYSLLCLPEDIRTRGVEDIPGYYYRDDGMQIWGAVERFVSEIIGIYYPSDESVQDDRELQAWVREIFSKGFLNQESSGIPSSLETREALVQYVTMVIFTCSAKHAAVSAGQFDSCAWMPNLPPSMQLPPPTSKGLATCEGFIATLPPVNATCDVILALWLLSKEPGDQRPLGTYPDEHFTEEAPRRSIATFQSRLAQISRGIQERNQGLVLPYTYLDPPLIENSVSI
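Purified human 15hLO-2 (50 nM) preincubated 15 min with compound, then 45 uM arachidonic acid for 90 min at RT in 25 mM Hepes pH 7.5, 0.01% Triton X-100. Hydroperoxide detected by Fe-xylenol orange; 573/405 nm absorbance ratio.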
PNC inhibitor: blocks assembly of the perinucleolar compartment; PC3M PTB-GFP, PNC prevalence imaging, 16 h; hits give low values; activity change (PNC), negative = inhibition, % at 10 µM; actives 3.1% (n = 140,000);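 active = readout at or below -70, meaning at least 70% loss of cells showing the perinucleolar compartment, a nuclear body marking cancer cells; inconclusive = readout between -30 and a set limit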;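 note: plate controls were DMSO wells for no effect and camptothecin positive control wells for full effect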
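Read-out is percentage of cells bearing a perinucleolar compartment, from automated 20x imaging of fixed, Hoechst-stained PC3M PTB-GFP cells. Cells were seeded 4 h, then exposed 16 h to compound (23 nl of library stock) in duplicate plates.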
IMPase cell inh: cell-permeable inhibitors of inositol monophosphatase (IMPase); P97697; CHO-M1 cells, IP1 accumulation, HTRF TR-FRET ratio; inhibition (IP1 accumulation), % at 46.1 µM; 120,000 tested, under 10 active; active = well fitted curve in the direction sought with a large enough effect in the signal ratio, not every such curve was filed as active; inconclusive = small, poorly fitted or top-dose-only effect, or a change in a side signal; inactive = no such curve, though single readings can be large or run the other way; the % refers to the signal ratio;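 note: cells stimulated with carbachol in lithium chloride buffer; plate controls were DMSO basal wells for no effect and reference inhibitor wells for full effect; higher means more IMPase inhibition seen as more IP1 and lower FRET ratio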
Target sequence (P97697 whole entry, looked up): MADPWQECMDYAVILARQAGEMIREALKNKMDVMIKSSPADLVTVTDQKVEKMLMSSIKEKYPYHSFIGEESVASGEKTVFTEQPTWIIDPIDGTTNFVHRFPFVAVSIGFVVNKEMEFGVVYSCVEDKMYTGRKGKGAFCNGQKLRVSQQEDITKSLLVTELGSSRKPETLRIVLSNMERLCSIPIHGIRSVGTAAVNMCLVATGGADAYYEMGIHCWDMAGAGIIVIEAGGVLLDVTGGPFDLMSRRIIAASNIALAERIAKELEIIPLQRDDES
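Elevated IP1 in lysates lowers TR-FRET signal (665/620 ratio and 620 channel reported). Cells were CHO-M1, given carbachol (50 uM as added) plus 50mM LiCl, pH 7.4, 30 min, 37C; compounds titrated up to 46 uM; AC50 by Hill equation.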
ALOX12 inhib: inhibitors of human 12-lipoxygenase (ALOX12); Potency, µM (top dose mostly 57.1 µM), inactives show top-dose activity change, negative = inhibition, hits mostly inhibitors; purified 12-hLO, xylenol orange hydroperoxide absorbance; P18054; AID 1452; actives 0.12% (n = 150,000); note: potency is the fitted concentration of half-maximal effect; nearly all actives have a fitted effect of over 55% in size; many of its hits are not listed in these tables
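Hydroperoxide output read as Fe(III)-xylenol orange absorbance, 573-to-405 nm ratio, after 30 min reaction with 40 uM arachidonic acid. Enzyme: 150 nM purified human 12hLO, 15 min compound preincubation; 25 mM Hepes pH 7.0, room temperature.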
Active calls of the source: *; ? = inconclusive; / = no result given; & = joins results of further samples; [ ] = dose if it differs, or a comment. Unless noted, calls come from the whole dose curve; as a rule, active = well fitted curve in the direction sought with a large enough effect; inconclusive = small, poorly fitted or top-dose-only effect, or another doubt; inactive = no such curve, though single readings can be large; an effect the other way counts as inactive or inconclusive. Unless noted, % is set by controls: 0 for no effect and ±100 for the full control effect. Not all compounds are listed; count on the stated rates, not on these rows.

SMILES	15-hLO-2 inh	PNC inhibitor	IMPase cell inh	ALOX12 inhib
CCOc1ccc(N)cc1	4%	/	/	0%
Oc1ccc2c3c1O[C@@H]1[C@@H](O)CC[C@]4(O)[C@H](C2)N(CC2CCC2)CC[C@@]314	5%	/	5	-5%
O=c1c2ccccc2nc(CSc2ncnc3nc[nH]c23)n1-c1ccccc1Cl	/	-13	?	-6%
CC(=O)OC(C)(C)/C=C/C(=O)[C@](C)(O)[C@H]1[C@H](O)C[C@@]2(C)[C@@H]3CC=C4[C@H](C[C@H](O)C(=O)C4(C)C)[C@]3(C)C(=O)C[C@]12C	/	-115*	/	-1%
CCCCn1c(O)c(C(C)=Nc2cccc(C(=O)O)c2)c(=O)[nH]c1=O	-1%	35	2	-2%
Oc1c(Cl)c(Cl)cc(Cl)c1Cl	2%	/	/	-6%
COc1cc2c(cc1OC)-c1c(OC)c(OC)cc3c1[C@H](C2)N(C)CC3	/	27	/	0%
COc1ccc(C[C@H]2NC[C@H](O)[C@@H]2OC(C)=O)cc1	13%	/	-16	-4%
Cc1nn(Cc2ccc(Cl)cc2Cl)c(Cl)c1C(=O)NC1CCCc2ccccc21 (centres undefined)	/	58	/	2%
COc1ccc(CCNCc2ccc(OC)c(OC)c2OC)cc1	4%	-13	12	0%
O=C(O)c1nonc1-c1nonc1C(=O)O	8%[2.29 µM]	2	-4	0%
CCCS(=O)(=O)N1CCC(C(=O)N2CCC3(CC2)OCCO3)CC1	-2%	?	7	-4%
Cc1ccc(N)cc1N	5%	/	/	-1%
CC#CP(=O)(OCC)C(O)(c1ccccc1)C(F)(F)F (centres undefined)	0%[2.29 µM]	14	5	7%
CC(O)(CS(=O)(=O)c1ccccc1)C(=O)Nc1ccc(C(F)(F)F)cc1 (centres undefined)	3%	9	1	-2%
C=C1C2CC[C@@]3(C)C(c4ccoc4)OC(=O)C[C@@]13OC1CC(=O)C(C)(C)C(C(OC(C)=O)C(=O)OC)[C@@]12C (some centres undefined)	-6%	/	/	-2%
c1cc2c(c(NC3=NCCN3)c1)CCCC2	-2%[11.4 µM]	/	/	-6%[11.4 µM]
CCCCCCCCCC(=O)O[C@H]1CC[C@H]2[C@@H]3CCC4=CC(=O)CC[C@@H]4[C@H]3CC[C@]12C	13%[0.0915 µM]	/	/	0%[0.00818 µM]
C=CCO	-8%	/	/	5%
Cc1ccc(Cn2nnnc2CN2CCC(n3nnc4cc(C)ccc43)CC2)cc1	2%	-19	-7	-21%
CCCN1CCC[C@H](c2cccc(O)c2)C1	7%&3%	/	3&0	6%&-4%
CCCCCCN=Cc1c(O)n(C)c(=O)n(C)c1=O	0%	?	-1	5%
CCOC(=O)N(C)c1ccc(C(O)(C(=O)OC)C(F)(F)F)cc1 (centres undefined)	/	-28	-12	4%
CC(=O)O[C@@H]1CN2CCC1CC2	4%	/	-1	-2%
CCOC(=O)c1ccccc1N	1%	/	/	-1%
CC(=Nc1ccc2c(c1)CCC2)c1c(O)n(C)c(=O)n(C)c1=O	-12%	?	-1	-5%
Cn1c(O)c(C=NCCc2c[nH]c3ccccc23)c(=O)n(C)c1=O	-9%	-11	-10	-3%
COc1cc2c3cc1Oc1c(OC)c(OC)cc4c1C(Cc1cccc(c1)Oc1ccc(c(O)c1)CC3N(C)CC2)N(C)CC4 (centres undefined)	-1%	/	/	-3%
COc1ccccc1-n1c(O)c(C=NC2CC2)c(=O)[nH]c1=O	-3%	-7	-6	7%
CCCC(=O)c1c(O)[nH]c(=O)[nH]c1=O	2%	-3	4	2%
CCCN1CC(C)C(OC(C)=O)(c2ccccc2)CC1C (centres undefined)	/	?	?	27%
Oc1ccc(Cl)cc1Cl	3%	/	/	-2%
Cc1cc(/C=C2\C(=O)NC(=O)N(C)C2=O)c(C)n1-c1ccc2c(c1)OCO2	-21%	-15	-3	-8%
O=c1c2ccccc2nc(-c2ccoc2)n1-c1ccccc1Cl	-1%	12	3	0%
C[C@@]12CC[C@H]3[C@@H](CC=C4C[C@H](OS(=O)(=O)O)CC[C@]43C)[C@H]1CCC2=O	6%	/	9	2%
Cc1cc(N2CCOCC2)nc2ccc(NC(=O)CCC(=O)N3CCC4(CC3)OCCO4)cc12	-4%	-8	-3	-7%
CCCCCl	-2%	/	/	3%
Cn1cccc1CNCCc1ccccc1F	12%	14	2	-2%
CC(C)Sc1nnc([C@@H](N)Cc2c[nH]c3ccccc23)o1	6%	13	1	-3%
CS/C(N)=C(C#N)/C(C#N)=C(\N)SC	?	/	/	-8%[0.00818 µM]

Reprinted from above (13 entries):
SMILES	15-hLO-2 inh	PNC inhibitor	IMPase cell inh	ALOX12 inhib
COc1cc2c3cc1Oc1c(OC)c(OC)cc4c1C(Cc1cccc(c1)Oc1ccc(c(O)c1)CC3N(C)CC2)N(C)CC4 (centres undefined)	-1%	/	/	-3%
COc1ccccc1-n1c(O)c(C=NC2CC2)c(=O)[nH]c1=O	-3%	-7	-6	7%
CCCC(=O)c1c(O)[nH]c(=O)[nH]c1=O	2%	-3	4	2%
CCCN1CC(C)C(OC(C)=O)(c2ccccc2)CC1C (centres undefined)	/	?	?	27%
Oc1ccc(Cl)cc1Cl	3%	/	/	-2%
Cc1cc(/C=C2\C(=O)NC(=O)N(C)C2=O)c(C)n1-c1ccc2c(c1)OCO2	-21%	-15	-3	-8%
O=c1c2ccccc2nc(-c2ccoc2)n1-c1ccccc1Cl	-1%	12	3	0%
C[C@@]12CC[C@H]3[C@@H](CC=C4C[C@H](OS(=O)(=O)O)CC[C@]43C)[C@H]1CCC2=O	6%	/	9	2%
Cc1cc(N2CCOCC2)nc2ccc(NC(=O)CCC(=O)N3CCC4(CC3)OCCO4)cc12	-4%	-8	-3	-7%
CCCCCl	-2%	/	/	3%
Cn1cccc1CNCCc1ccccc1F	12%	14	2	-2%
CC(C)Sc1nnc([C@@H](N)Cc2c[nH]c3ccccc23)o1	6%	13	1	-3%
CS/C(N)=C(C#N)/C(C#N)=C(\N)SC	?	/	/	-8%[0.00818 µM]

The results go on.
SMILES	15-hLO-2 inh	PNC inhibitor	IMPase cell inh	ALOX12 inhib
NNC(N)=S	-19%	/	/	3%
CCOC(=O)C1=C(N)OC2=C(C(=O)CC(C)(C)C2)C12C(=O)Nc1ccccc12 (centres undefined)	-3%	?	-5	-6%
CN1CC(C(=O)c2ccccc2)C(C(=O)c2ccccc2)C1 (centres undefined)	1%	24	4	-5%
Cc1nn(C)c(C)c1P(=S)(c1c(C)nn(C)c1C)N(C)C	-5%	?	6	-4%
O=C(O)Cc1cccnc1C(=O)O	31%[activator]	/	0	0%
CC(=O)C(C)=O	-3%	/	?	-7%
Cc1ccc(C(=O)NC(O)C(Cl)(Cl)Cl)cc1 (centres undefined)	/	?	-4	3%
O=C(CCCC1=NS(=O)(=O)c2ccccc2N1)N1CCC2(CC1)OCCO2	-8%	23	2	-1%
Cc1ccc(NC(=O)c2cn(CCC#N)nc2-c2ccc3c(c2)OCCO3)c([N+](=O)[O-])c1	/	3	-5	-8%
COc1nc2ccccc2c(=O)n1-c1ccc(Cl)cc1	/	-7	/	0%
O=c1[nH]c(=S)n(Cc2ccc(F)cc2)c(O)c1/C=N/N1CCCCC1	/	?	/	-2%
CCCN1[C@@H]2C[C@@H](O)CC[C@@H]2C[C@H]1C(=O)OC	-3%	/	/	0%
CCCc1[nH]nc2c1C1(C(=O)N(Cc3ccccc3)c3ccccc31)C(C(=O)OC)=C(N)O2 (centres undefined)	?	48	5	-14%
CC(C)N1CCN(c2ccc(O)cc2)CC1	/	4	/	-2%
CN(C)S(=O)(=O)c1cc(NC(=O)COC(=O)Cc2ccccc2)ccc1Cl	/	?	/	5%
COc1ccc(OCC(=O)Nc2ccc(Cl)cc2C(=O)c2ccccc2)cc1	2%	?	1	0%
O=C1NC(=O)C(CCc2ccncc2)(Cc2ccc3c(c2)OCO3)C(=O)N1CCc1ccccc1 (centres undefined)	33%[activator]	?	-1	-5%
C=CC(=O)OCC(C)C	2%	/	/	0%
O=C1NC(=O)N(CCNc2ncc(C(F)(F)F)cc2Cl)C(=O)C1/C=N/OCc1c(F)cccc1Cl (centres undefined)	-8%	-28	2	-6%
CCc1ccccc1N1C(=O)/C(=C/c2ccc(N3CCN(C)CC3)o2)C(=O)NC1=S	/	4	/	-1%
C[C@]12CCC(=O)C[C@@H]1CC[C@@H]1[C@@H]2CC[C@]2(C)[C@@H](O)CC[C@@H]12	-9%	/	/	-1%
CCOC(=O)c1oc2ccccc2c1NC(=O)CN1CCN(C)CC1	12%	?	?	-3%
CC(=O)N1CCN(c2ccc(N=Cc3c(O)n(Cc4ccccc4)c(=O)[nH]c3=O)cc2)CC1	/	?	?	-2%
CCOP(=S)(OCC)Oc1ccc([N+](=O)[O-])cc1	-5%&-7%	/	/	-1%&-4%
Cc1sc2ncn(CC(=O)NCCCC(=O)N3CCC4(CC3)OCCO4)c(=O)c2c1C	2%	80	-3	2%
CC[N+](=O)[O-]	-2%	/	/	0%
COc1cc2c(cc1O)[C@H]1Cc3ccc(OC)c(O)c3CN1CC2	12%[25.6 µM]	/	5[20.6 µM]	-6%[25.6 µM]
CCCCOC(=O)c1ccccc1C(=O)OCCCC	-8%	/	/	1%
Cc1ccc(CN2CC3CC(C2)c2cccc(=O)n2C3)cc1 (centres undefined)	-9%	-13	-1	-5%
Cc1oc(-c2ccccc2Cl)nc1CN1C(=O)CN=C(c2ccccc2)c2ccccc21	/	57	/	-5%
Cc1sc2ccccc2c1CC1=NCCN1	-7%	/	3	-6%
CCCCc1ccc(C(=O)O)nc1	17%	/	-2	-12%
CC1OC1P(=O)(O)O (centres undefined)	3%	/	/	0%
O=c1c2ccccc2nc(-c2cccs2)n1-c1cnccn1	2%	-24	0	-4%
CC1CC(OC(=O)c2ccccc2)CC(C)N1C (centres undefined)	/	-10	/	4%
Cc1[nH]n(-c2ccccc2)c(=O)c1C(c1ccc([N+](=O)[O-])cc1)c1c(C)[nH]n(-c2ccccc2)c1=O	/	-2	8	-14%
N[C@@H]1CCc2cc(O)c(O)cc2C1	?	/	9	1%
Clc1cnc(Oc2ccc(Oc3ncc(Cl)cc3Cl)cc2)c(Cl)c1	0%&6%	-11	-9&1	7%&-6%
O=C(COc1ccc2ccccc2c1)N1CCN(C2CCN(Cc3ccccc3)CC2)CC1	29%	27	-1	6%
NCCc1ccc(O)cc1	18%&3%&2%	?	-7&3	-16%&0%&-5%
C[C@]12CCC3C(CC[C@]4(O)C[C@@H](O)CC[C@]34C=O)[C@@]1(O)CC[C@@H]2C1=CC(=O)OC1 (some centres undefined)	-4%	/	-2	3%
Cn1c(C(=O)N2CCC(C(=O)N3CCC4(CC3)OCCO4)CC2)cc2sccc21	2%	1	-4	1%
O=C(Oc1ccccc1)N1CCC2(CCCN(Cc3ccccc3)C2)CC1	17%	/	/	3%
c1ccc2c(c1)OCC(C1=NCCN1)O2 (centres undefined)	/	-3	/	-1%
N#Cc1nn(-c2c(Cl)cc(C(F)(F)F)cc2Cl)c(N)c1S(=O)C(F)(F)F (centres undefined)	1%[0.0915 µM]	/	/	0%[0.00818 µM]
CN1C(=O)C(Cc2ccsc2)C(=O)N(C)C1=O	-8%	1	7	1%
CCc1ccc(CNCCc2ccccc2F)cc1	/	44	/	-4%
CC(=NCc1ccc2c(c1)OCO2)c1c(O)[nH]c(=O)[nH]c1=O	-6%	-17	-10	-8%
CCCCn1c(N)c(C(=O)NCCN2CCOCC2)c2nc3ccccc3nc21	17%	-3	0	-7%
